ARNT-TACC3 inh – disruptors of ARNT/TACC3 protein interaction, primary screen, biochemical, AlphaScreen, single concentration | Transforming acidic coiled-coil-containing protein 3 (Homo sapiens), Q9Y6A5 | inhibition, % at 9.99 µM | actives 0.66% (n = 390,000) | AlphaScreen His-ARNT PAS-B/GST-TACC3 binding, luminescence; TACC3 fragment carries E629A point mutation;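 active = mean inhibition of replicates at least 50% and at least half of replicates each reaching 50%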;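 also: 0% = complete ARNT plus TACC3 wells and 100% = ARNT alone without TACC3; many hits fall short of the cut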
GSIS activator – GLuc luminescence reporter in INS-1E cells, primary screen for activators of glucose-dependent secretion of insulin. INS-1E GLuc reporter insulin secretion, 2-3 h. AID 743287, 2014. actives 0.61% (n = 370,000). activation, % at 16.6 µM;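 active = lowest replicate activation of at least 40%, so every replicate reaches that level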;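 also: 0% = median of neutral control wells and 100% = median of IBMX positive control wells; some compounds called inactive have numbers as strong as hits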
CFTR F508del cor – F508del CFTR correction, initial screen, CFBE line, single point. CFBE cells, YFP halide quenching; stimulated with forskolin plus potentiator P3; % fluorescence drop versus neutral controls. activity (quench increase), % at 7.58 µM. actives 0.36% (n = 350,000);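 active = mean added fluorescence quench of at least 8% versus neutral control, with both replicates also reaching 8%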;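 also: cells transiently co-express mutant CFTR-F508del with the halide-sensitive YFP; corrector assay measuring rescue of mutant channel to the surface after 24 h compound exposure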
ERAP1 inh – human ERAP1 aminopeptidase inhibitors, primary screen, biochemical, single point, plate reader; recombinant ERAP1, Leu-AMC fluorescence, 60 min; inhibition, % at 10.7 µM; actives 0.15% (n = 340,000); AID 652197, 2013;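 active = mean replicate inhibition of at least 30%, or all replicates individually reaching that 30% level; inactive = mean below 30% and not every replicate reaching it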;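 also: 0% = neutral control wells and 100% = L-leucinethiol positive control wells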
Target sequence (Q9NZ08 whole entry, looked up): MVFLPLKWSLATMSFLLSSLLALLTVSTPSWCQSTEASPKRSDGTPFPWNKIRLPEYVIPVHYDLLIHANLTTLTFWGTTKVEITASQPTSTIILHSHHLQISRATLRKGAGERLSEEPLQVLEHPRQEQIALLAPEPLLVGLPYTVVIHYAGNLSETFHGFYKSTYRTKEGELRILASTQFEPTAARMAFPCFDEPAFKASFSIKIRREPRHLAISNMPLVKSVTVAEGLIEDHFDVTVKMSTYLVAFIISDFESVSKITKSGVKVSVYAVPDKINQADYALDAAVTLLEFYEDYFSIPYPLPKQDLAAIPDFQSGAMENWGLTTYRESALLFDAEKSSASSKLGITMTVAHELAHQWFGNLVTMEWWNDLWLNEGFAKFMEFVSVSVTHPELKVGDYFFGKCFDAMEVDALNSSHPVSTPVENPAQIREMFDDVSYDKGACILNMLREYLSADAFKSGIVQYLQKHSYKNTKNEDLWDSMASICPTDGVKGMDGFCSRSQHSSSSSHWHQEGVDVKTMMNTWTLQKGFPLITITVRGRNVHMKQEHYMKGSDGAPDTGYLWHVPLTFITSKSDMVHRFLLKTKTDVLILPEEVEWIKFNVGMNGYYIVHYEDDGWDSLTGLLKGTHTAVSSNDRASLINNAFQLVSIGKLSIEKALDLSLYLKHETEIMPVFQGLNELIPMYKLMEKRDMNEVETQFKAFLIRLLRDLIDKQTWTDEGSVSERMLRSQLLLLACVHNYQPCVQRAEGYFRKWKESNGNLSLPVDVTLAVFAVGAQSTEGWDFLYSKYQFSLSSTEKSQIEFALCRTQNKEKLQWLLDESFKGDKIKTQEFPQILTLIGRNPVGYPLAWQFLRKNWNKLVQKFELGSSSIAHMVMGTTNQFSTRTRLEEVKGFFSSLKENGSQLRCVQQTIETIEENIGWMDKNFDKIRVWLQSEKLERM
RAD54 branch – inhibitors of human RAD54 branch migration, primary screen, biochemical, fluorescence, single point. DNA repair and recombination protein RAD54-like (Homo sapiens), Q92698. RAD54 Holliday junction branch migration, FAM/BHQ fluorescence. inhibition, % at 10.4 µM. actives 0.14% (n = 360,000);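 active = mean normalized replicate activity at least 40 and at least half of replicates scoring 40 or more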;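 also: 0% = median of neutral control wells and 100% = median of positive control wells; inhibitors cause a drop in the FAM fluorescence signal; in these data hits start at about 50%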
esBAF inh – Bmi1 luciferase reporter increase in mESCs, primary screen, esBAF inhibitor project, mouse ES cells, Bmi1 luciferase knock-in, single point; reporter increase, % at 12.5 µM; actives 2% (n = 350,000); 24 h; 100% = twice the neutral-well signal; in the data active = activation above about 40%;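 also: 0% = median of the plate's neutral control wells and 100% = double that signal; a rise in the Bmi1 reporter signal indicates esBAF inhibition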
Xi reactivation – activators of inactive X chromosome reactivation, primary screen, imaging, XiGFP fibroblasts, GFP high-content imaging, set 2. XiGFP mouse fibroblasts, % GFP-positive cells imaging, 3 d; cells co-treated with 5-aza-dC sensitizer; scaled so ellipticine positive control = 100%. activation, % at 7.58 µM. actives 0.055% (n = 360,000);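 active = mean normalized replicate activation at least 10% and every replicate at or above 10%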;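 also: 0% = median of on-plate neutral control wells and 100% = ellipticine 6 µM median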
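Material: XiGFP fibroblasts, SV40-immortalized. Buffer or medium: DMEM plus 5-aza-dC sensitizer. Compound: single concentration per compound, delivered by pin transfer. Times: 3 days compound exposure. Controls: ellipticine 6 µM.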
RAD52 anneal inh – RAD52 DNA annealing inhibitors, primary screen, biochemical, FRET, single point, set 2; DNA repair protein RAD52 homolog (Homo sapiens), P43351; recombinant RAD52 DNA annealing, FRET fluorescence; inhibition, % at 18.7 µM; actives 0.46% (n = 360,000);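 active = every replicate showing at least 50% inhibition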
* marks the source's active call; other numbers are inactive results; i = inactive; / = no result given.

SMILES | ARNT-TACC3 inh | GSIS activator | CFTR F508del cor | ERAP1 inh | RAD54 branch | esBAF inh | Xi reactivation | RAD52 anneal inh
CCCC#Cc1cnc2c(c1)C(=O)N([C@H](C)CO)C[C@H](C)[C@H](CN(C)Cc1ccc(F)cc1)O2 | -2 | -19 | -1.8 | -1 | -2 | 5 | -0.7 | -3
O=C(C[C@H]1C=C[C@@H](NC(=O)CN2CCOCC2)[C@@H](CO)O1)NC1CCCCC1 | -6 | 21 | -0.9 | -1 | 2 | -2 | 0.0 | -9
COc1ccccc1-n1c(SCC(N)=O)nc2sc3c(c2c1=O)CCC3 | -34 | 31 | 4.6 | 0 | 0 | / | 0.1 | -14
CCN(C(=O)COC(=O)/C=C/c1ccc(C)o1)c1c(N)n(Cc2ccccc2)c(=O)[nH]c1=O | / | 17 | -2.1 | -1 | -2 | 1 | 0.3 | -11
CNc1c([N+](=O)[O-])cnn1-c1cccc(Cl)n1 | -6 | 12 | 2.6 | -3 | / | / | 0.0 | -7
Cn1cnc(S(=O)(=O)N2CC[C@@H]3[C@H]2c2cc(C#Cc4ccc(F)cc4)ccc2N[C@@H]3CO)c1 | 9 | -1 | 2.6 | -1 | 2 | -1 | 0.4 | -20
COCCNc1nc(C)c(C(C)=O)s1 | -4 | 10 | -3.2 | -2 | / | / | -0.1 | -5
C[C@H](CO)N1C[C@H](C)[C@H](CN(C)C(=O)c2ccncc2)OCCCC[C@H](C)Oc2ccc(NC(=O)c3ccncc3)cc2C1=O | 1 | 10 | -0.3 | -1 | -4 | -6 | 0.0 | -5
Cc1ccc(NCCCn2cnc3c(OCc4ccccc4)ncnc32)cc1C | 7 | -11 | 0.2 | / | 5 | 7 | 0.0 | -6
O=C(COC(=O)C1=NN(c2ccccc2)C(=O)CC1)NCc1ccccc1Cl | 1 | -2 | 2.2 | -1 | 0 | -6 | 0.0 | -9
O=C(NCc1ccco1)C1CCN(S(=O)(=O)Cc2ccccc2)CC1 | -5 | 11 | -1.9 | 0 | 0 | -5 | / | -10
Cc1cc(NC(=O)c2cccc(Cl)c2)n[nH]1 | 4 | 8 | -0.5 | / | -15 | 47* | 0.0 | -11
COc1ccc2[nH]c3c(c2c1)CCN1C(=O)C(CC(=O)NCCC2=CCCCC2)C[C@H](C(=O)N2CCCCC2)[C@@]31C (some centres not stated) | -1 | -34 | 2.8 | 4 | -4 | 5 | 0.3 | -4
CSc1ccc(CCNS(=O)(=O)c2c(C)[nH]c(C)c2C(=O)N2CCCCC2)cc1 | 0 | -18 | -2.1 | -1 | -1 | 3 | 0.0 | -18
Oc1c(C(c2cccs2)N2CCN(c3ccc(F)cc3)CC2)sc2ncnn12 (configuration not stated) | 14 | -7 | 5.2 | 4 | 1 | -3 | -0.1 | -15
CSCCC(NC(=O)c1ccco1)C(=O)OCC(=O)N1c2ccccc2NC(=O)C1(C)C (configuration not stated) | -1 | 5 | -3.5 | -6 | -2 | -10 | 0.1 | -13
COc1ccc(NC(=O)C2c3ccccc3OCC(=O)N2C2CC2)cc1 (configuration not stated) | / | -6 | -6.0 | 0 | / | / | 0.0 | -2
COc1cccc(NC(=O)Nc2nnc([C@H]3C[C@H](O)[C@@H](CO)O3)s2)c1 | / | -1 | 0.0 | -2 | 0 | -1 | 0.0 | -10
O=C(c1ccncc1)N1C[C@@H]2[C@H](c3ccccc31)[C@H](CO)N2Cc1ccccc1F | 0 | 1 | -0.4 | 1 | 1 | -3 | -0.1 | -5
COc1cccc(Nc2c3c(nc4c(-c5ccccc5)c(C)nn24)CCC3)c1 | 27 | -6 | / | 0 | / | / | 0.1 | -2
COc1ccc(OC)c(NC(=O)COC(=O)/C=C/c2ccccc2Cl)c1 | -4 | 9 | / | / | 2 | / | 0.0 | /
O=C(O)CCCCCN1C(=O)/C(=C\c2ccncc2)SC1=S | -2 | 15 | / | / | / | 3 | -0.1 | /
S=c1[nH]nc(-c2cccnc2)n1/N=C/C=C/c1ccccc1 | / | 0 | 0.9 | 7 | / | / | 0.1 | -6
Cc1ccccc1Cn1nnc(C(=O)Nc2ccc3c(c2)OCCO3)c1N | 1 | -29 | 0.8 | -1 | 15 | 68* | 0.1 | -4
O=S1(=O)CCO[C@H]2Cc3ccccc3[C@H]2N1Cc1ccccc1F | 6 | -14 | 2.5 | 0 | 0 | 0 | 0.6 | -8

Grouped by structure: the entries above with an aryl thioether with sulfur outside any ring
SMILES | ARNT-TACC3 inh | GSIS activator | CFTR F508del cor | ERAP1 inh | RAD54 branch | esBAF inh | Xi reactivation | RAD52 anneal inh
COc1ccccc1-n1c(SCC(N)=O)nc2sc3c(c2c1=O)CCC3 | -34 | 31 | 4.6 | 0 | 0 | / | 0.1 | -14
CSc1ccc(CCNS(=O)(=O)c2c(C)[nH]c(C)c2C(=O)N2CCCCC2)cc1 | 0 | -18 | -2.1 | -1 | -1 | 3 | 0.0 | -18

Going on with the list:
SMILES | ARNT-TACC3 inh | GSIS activator | CFTR F508del cor | ERAP1 inh | RAD54 branch | esBAF inh | Xi reactivation | RAD52 anneal inh
O=C(C1CCC1)N1CC[C@@H]2[C@H]1c1cc(Br)ccc1N[C@@H]2CO | / | -19 | 0.0 | 0 | / | / | 0.0 | -66
CC(C)CC#Cc1ccc([C@@H]2[C@@H](CO)N3C(=O)CN(C(=O)Cc4ccccc4)C[C@H]23)cc1 | / | -18 | 0.7 | 1 | / | / | 0.0 | -9
CCOC(=O)c1c(C)[nH]c(C(=O)NCC(c2ccco2)N2CCCCC2)c1C (configuration not stated) | -8 | -7 | -1.8 | 0 | -8 | -2 | 0.3 | -12
COc1ccc(Cn2c(=O)[nH]c3cc(C(=O)NCCc4ccc(S(N)(=O)=O)cc4)ccc3c2=O)cc1 | 0 | 1 | 1.4 | 0 | / | / | 0.0 | -12
C[C@@H]1CN([C@@H](C)CO)S(=O)(=O)c2ccc(C#CC3CC3)cc2O[C@@H]1CN(C)Cc1ccccc1 | 2 | 4 | 3.7 | -2 | 3 | -6 | -0.4 | -29
COc1cccc(CN(C(=O)COc2ccc(Cl)cc2)C2CCS(=O)(=O)C2)c1 (configuration not stated) | 7 | 8 | 1.6 | -4 | -12 | 1 | 0.0 | -5
C[C@@H]1CCCCO[C@H](CN(C)C(=O)CCCN(C)C)[C@H](C)CN([C@@H](C)CO)C(=O)c2cc(NC(=O)Cc3ccccc3)ccc2O1 | -13 | 18 | -1.9 | 2 | 3 | 2 | 0.0 | 16
O=C(NCc1cccc(F)c1)c1[nH]c(C(F)(F)F)nc1-c1ccccc1 | / | -45 | -1.7 | / | 4 | -1 | 0.0 | -10
O=C(NC1(C(=O)O)CCCC1)C(Cl)Cl | 1 | 10 | -3.1 | 2 | -2 | / | 0.2 | 5
CS(=O)(=O)N(CC(=O)N1CCN(Cc2ccccc2)CC1)Cc1ccccc1 | -16 | / | 2.1 | 0 | 4 | 6 | / | -14
O=S(=O)(c1ccc2c(c1)CCCN2)N1CCCC1 | / | 54 | -3.0 | 0 | -13 | 0 | 0.1 | -14
Cc1ccc(NC(=O)CN(C)CC(=O)Nc2cccc(F)c2)cc1[N+](=O)[O-] | 14 | / | 1.7 | -2 | / | / | 0.0 | -2
COCCNC(=O)C1(C)CCCN(C(=O)Cc2ccc3ccccc3c2)C1 (configuration not stated) | / | 6 | -2.1 | 6 | 9 | 10 | -0.1 | -5
Cc1ccc(S(=O)(=O)N2C[C@@H]3[C@H]4CC[C@H](C4)[C@@H]3[C@@H](C)[C@H]2c2ccn(Cc3ccccc3)c2)cc1 | -4 | 4 | -2.5 | -2 | -19 | 5 | -0.2 | -21
C[C@@H]1CCCCO[C@@H](CN(C)C(=O)c2ccncc2)[C@H](C)CN([C@@H](C)CO)C(=O)c2cc(NC(=O)c3ccncc3)ccc2O1 | 0 | 13 | 1.3 | -3 | 0 | 2 | -0.1 | 4
CN1C(=O)c2cc(NC(=O)C3CCCCC3)ccc2OC[C@H]2O[C@H](CC(=O)NCc3ccccc3F)CC[C@@H]21 | -3 | -7 | 3.3 | 4 | 3 | 0 | 2.9 | 7
O=C(c1ccc(CS(=O)Cc2ccc(Cl)cc2)o1)N1CCN(c2ccccc2)CC1 (configuration not stated) | -7 | -49 | 1.4 | 4 | 4 | -8 | 0.1 | -11
CC(C)n1ncc2c(C(=O)NCCOc3ccccc3F)cc(C3CC3)nc21 | -2 | / | 0.9 | 5 | 3 | 11 | 0.1 | -11
Cc1ccc(S(=O)(=O)Nc2ccc3c(c2)nc(CCN2CCOCC2)n3C)cc1 | 2 | -1 | -2.7 | / | / | -2 | / | -6
CC(=O)OCc1c(C)cc(C)c(/C=C(/C#N)C(N)=O)c1C | 0 | / | 1.9 | 3 | / | 1 | 0.1 | -5
COC(=O)CCC(=O)Nc1cccc([N+](=O)[O-])c1 | 3 | / | 1.7 | 3 | / | / | 0.0 | -9
O=S(=O)(c1ccc(Br)cc1)N1CCn2c(nc3ccccc32)C1 | -3 | -2 | 3.3 | 1 | 3 | -12 | 0.0 | -11
COc1cccc(-c2ccc([C@@H]3[C@@H](CO)N4C(=O)CN(C(=O)C5CCOCC5)C[C@@H]34)cc2)c1 | / | 6 | -1.3 | 2 | / | / | 0.3 | -2
CC1(C)CNc2cc(N)ccc2S1 | 10 | -8 | 2.0 | -4 | / | / | 0.0 | -1
CC1CCC2(CC1)NC(=O)N(CC(=O)c1ccc(Cl)s1)C2=O (configuration not stated) | -4 | 2 | 2.9 | -4 | -3 | 8 | 0.0 | -13
(more compounds)
SMILES | ARNT-TACC3 inh | GSIS activator | CFTR F508del cor | ERAP1 inh | RAD54 branch | esBAF inh | Xi reactivation | RAD52 anneal inh
CS(=O)(=O)c1ccc(Cl)c(NC(=O)COC(=O)/C=C/c2cnc3ccccc3n2)c1 | -5 | 18 | -4.9 | -2 | / | / | 0.1 | -20
O=C(C[C@H]1C[C@H]2c3cc(NC(=O)C4CCOCC4)ccc3O[C@H]2[C@@H](CO)O1)NC1CCCC1 | 1 | -2 | -1.5 | 1 | -6 | -2 | 0.0 | -5
OCC#CCSc1nnc(-c2ccccc2Br)o1 | -1 | 12 | / | / | 6 | 21 | / | /
O=C(Nc1cc(C(F)(F)F)ccc1N1CCOCC1)c1ccc(Cl)nc1 | -3 | -5 | / | / | -9 | -8 | / | /
Cc1ccc(CCC(=O)Nc2ccc(CC(=O)O)cc2)o1 | 8 | 7 | -0.7 | -1 | -5 | -15 | 0.1 | -13
CCn1ncc(S(=O)(=O)NCc2ccccc2Cl)c1C | 0 | 25 | -3.9 | -2 | 8 | 3 | 0.0 | -7
CCOCCCNc1nc2c(C)cccn2c(=O)c1/C=C1\SC(=S)N(C(C)CC)C1=O (configuration not stated) | -5 | -2 | / | 3 | -38 | / | 0.0 | i

Exported comma-delimited: part of the list above.
SMILES,ARNT-TACC3 inh,GSIS activator,CFTR F508del cor,ERAP1 inh,RAD54 branch,esBAF inh,Xi reactivation,RAD52 anneal inh
CCOC(=O)c1c(C)[nH]c(C(=O)NCC(c2ccco2)N2CCCCC2)c1C (configuration not stated),-8,-7,-1.8,0,-8,-2,0.3,-12
COc1ccc(Cn2c(=O)[nH]c3cc(C(=O)NCCc4ccc(S(N)(=O)=O)cc4)ccc3c2=O)cc1,0,1,1.4,0,/,/,0.0,-12
C[C@@H]1CN([C@@H](C)CO)S(=O)(=O)c2ccc(C#CC3CC3)cc2O[C@@H]1CN(C)Cc1ccccc1,2,4,3.7,-2,3,-6,-0.4,-29

Screening data deposited in PubChem BioAssay by Broad Institute.

Rows were taken by chance; any-hit rate near 3.3%.
